High-throughput results from PubChem BioAssay.
Tat transport – inhibitors of E. coli Tat protein transport; E. coli MC4100 TorA-mCherry Tat export, fluorescence; inhibition, % at 10 µM; 340,000 compounds, 0.036% hits; AID 488895;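 active = mean replicate inhibition at least 50% and at least half of replicates individually reaching 50%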;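 also: exported cargo escapes ClpAP degradation while cytoplasmic cargo is degraded and loses fluorescence; 0% = median of neutral control wells and 100% = median of NaSCN control wells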
PvdQ inh – blocks Pseudomonas aeruginosa PvdQ acylase activity; purified PvdQ acylase, fluorescence plate reader; 340,000 compounds, 0.063% hits; inhibition, % at 10 µM; in the data active = inhibition above about 30%, passing the limit was not always enough;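 also: 0% = vehicle neutral wells and 100% = reference inhibitor wells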
Wnt act – Wnt/beta-catenin pathway activation. 300,000 compounds, 1.2% hits. activation, % at 9.35 µM. Wnt/beta-catenin reporter cell assay, activator, plate reader; in the data active = activation above about 30%, passing the limit was not always enough;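 also: 0% = neutral control wells and 100% = positive control wells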
AddAB inh – less growth of phage-infected E. coli with AddAB | E. coli expressing H. pylori AddAB, absorbance growth | inhibition, % at 11.9 µM | 330,000 compounds, 0.29% hits | AID 435030; in the data active = inhibition above about 12%;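 also: 0% = vehicle wells of infected cells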
CAL PDZ inh – blocks peptide binding to human CAL PDZ domain | purified CAL PDZ, TMR-peptide fluorescence polarization, 1 h | AID 504414 | Q9HD26 | inhibition, % at 20 µM | 330,000 compounds, 0.02% hits;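 active = highest replicate inhibition of at least 40%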;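 also: plate controls were DMSO neutral control wells for no effect and unlabeled competitor peptide control wells for full effect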
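System: purified tagged CAL PDZ domain construct (CerCALP). Schedule: 1 h incubation at room temperature before polarization reading. Medium: 25 mM sodium phosphate pH 7.4, 150 mM NaCl, TCEP, IgG, Thesit. Read-out: percent inhibition from loss of millipolarization. Measured by: FP readout, S and P plane fluorescence. Probe or stimulus: fluorescent TMR peptide probe.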
E coli growth – reduces bacterial viability in AddAB counter-screen; inhibition, % at 11.9 µM; E. coli V3065 growth, OD600 absorbance, 18 h; 330,000 compounds, 0.27% hits;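 active = inhibition above the campaign's mean inhibition across all tested compounds plus 3 SD, cut at about 9.9% in these data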;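 also: uninfected addAB+ strain grown without phage in ampicillin broth; 0% = DMSO wells and 100% = ciprofloxacin 0.95 µg/ml wells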
DAGLB inh – blocks human DAGLB lipase activity; Q8NCG7; HEK293T DAGLB membrane lysate, EnzChek fluorogenic substrate; inhibition, % at 5.17 µM; 340,000 compounds, 0.059% hits; in the data active = inhibition above about 34%;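 also: 0% = enzyme with vehicle and 100% = wells lacking enzyme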
Target sequence (Q8NCG7 whole entry, looked up): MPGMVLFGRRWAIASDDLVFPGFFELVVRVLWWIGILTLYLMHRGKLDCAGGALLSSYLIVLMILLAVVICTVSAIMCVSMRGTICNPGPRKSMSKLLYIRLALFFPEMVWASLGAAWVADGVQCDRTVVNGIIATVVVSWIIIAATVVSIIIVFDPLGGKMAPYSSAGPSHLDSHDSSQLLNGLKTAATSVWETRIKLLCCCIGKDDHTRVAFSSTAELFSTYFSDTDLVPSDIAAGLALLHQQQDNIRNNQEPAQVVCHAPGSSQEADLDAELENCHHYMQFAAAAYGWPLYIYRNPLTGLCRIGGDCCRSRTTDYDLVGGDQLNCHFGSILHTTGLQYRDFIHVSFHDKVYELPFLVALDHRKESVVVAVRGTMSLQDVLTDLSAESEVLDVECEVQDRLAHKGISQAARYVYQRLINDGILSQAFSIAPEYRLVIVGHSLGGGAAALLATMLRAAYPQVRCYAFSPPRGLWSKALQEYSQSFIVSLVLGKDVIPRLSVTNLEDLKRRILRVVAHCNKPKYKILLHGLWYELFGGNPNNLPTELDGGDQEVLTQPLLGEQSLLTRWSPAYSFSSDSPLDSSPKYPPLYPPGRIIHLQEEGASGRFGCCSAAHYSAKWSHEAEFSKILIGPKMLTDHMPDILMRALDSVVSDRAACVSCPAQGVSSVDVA
Rtt109 HAT inh – inhibitors of Candida albicans Rtt109/Vps75 histone acetyltransferase; purified Rtt109/Vps75, ThioGlo CoA-SH fluorescence, 4 h; inhibition, % at 34.9 µM; 330,000 compounds, 0.16% hits; Q5AAJ8;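 active = inhibition of at least 50% in every replicate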
Target sequence (Q5AAJ8 whole entry, looked up): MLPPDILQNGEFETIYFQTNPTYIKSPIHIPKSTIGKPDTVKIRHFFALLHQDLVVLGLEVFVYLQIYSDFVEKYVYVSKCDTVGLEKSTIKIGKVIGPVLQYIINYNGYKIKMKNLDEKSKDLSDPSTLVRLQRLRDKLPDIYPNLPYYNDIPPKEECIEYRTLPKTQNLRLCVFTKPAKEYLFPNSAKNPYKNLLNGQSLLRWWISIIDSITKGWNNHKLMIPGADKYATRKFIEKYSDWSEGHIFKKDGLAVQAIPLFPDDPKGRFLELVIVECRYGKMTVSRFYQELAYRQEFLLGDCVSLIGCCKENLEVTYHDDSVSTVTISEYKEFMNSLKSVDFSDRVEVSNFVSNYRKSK
PfHsp90 yeast 2 – growth inhibition of yeast expressing Plasmodium Hsp90. S. cerevisiae expressing PfHsp90, BacTiter-Glo ATP, 48 h; yeast lacking PDR1 and PDR3 efflux regulators. inhibition, % at 9.4 µM. 310,000 compounds, 0.32% hits. AID 504621;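 active = every replicate shows inhibition above about 80%, whatever the replicate mean, limit read from the data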;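 also: 0% = DMSO neutral controls and 100% = 20 µM radicicol positive controls; yeast relying on Plasmodium falciparum Hsp90 in place of its own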
phage Ecoli inh – E. coli growth loss with phage present | growth absorbance | inhibition, % at 11.9 µM | 360,000 compounds, 0.26% hits | AID 651602; in the data active = inhibition above about 11%
* hit, by the source's call. Rows were taken by chance. About 1.9% of those tested had a hit in this group.

Screening Cc1ccc(C)c(N2CN(CCC3=CCCCC3)CNC2=S)c1 returned Tat transport 6, PvdQ inh 18, Wnt act 1, AddAB inh -0.9, CAL PDZ inh -1.2, E coli growth -2.8, DAGLB inh -1, Rtt109 HAT inh -4, PfHsp90 yeast 2 29 and phage Ecoli inh 4.8.
For Cc1ccc(S(=O)(=O)N2CCOC23CCN(S(=O)(=O)c2c(C)cc(C)cc2C)CC3)cc1 the results were Tat transport 15, PvdQ inh -4, Wnt act -2, AddAB inh -0.2, CAL PDZ inh -2.4, E coli growth -0.7, DAGLB inh -5, Rtt109 HAT inh -2, PfHsp90 yeast 2 -8 and phage Ecoli inh -0.5.
Screening Cc1ccccc1-n1c(Cn2c(=O)sc3ccccc32)nnc1SCC(=O)N1CCOCC1 returned Tat transport -5, PvdQ inh -12, Wnt act 0, AddAB inh 5.9, CAL PDZ inh -0.2, E coli growth -2.6, DAGLB inh -2, Rtt109 HAT inh 10, PfHsp90 yeast 2 -14 and phage Ecoli inh 3.8.
Screening O=C(CN(C(=O)CNS(=O)(=O)c1ccccc1)c1ccc2c(c1)OCCO2)NC1CCCCC1 returned Tat transport -1, PvdQ inh -15, Wnt act -1, AddAB inh 2.7, CAL PDZ inh -1.3, E coli growth -1.9, DAGLB inh -1, Rtt109 HAT inh 6, PfHsp90 yeast 2 6 and phage Ecoli inh 1.7.
`Cc1ccccc1NC(=O)C(=O)Nc1ccccc1C` gave Tat transport -3, PvdQ inh -1, Wnt act 27, AddAB inh -0.9, CAL PDZ inh 0.1, E coli growth -0.9, DAGLB inh 0, Rtt109 HAT inh -3, PfHsp90 yeast 2 -4 and phage Ecoli inh 0.4.
Screening CC(OC(=O)c1ccc(Cl)c(S(=O)(=O)N2CCOCC2)c1)C(=O)Nc1ccc(S(N)(=O)=O)cc1 (stereo not given) returned Tat transport -6, PvdQ inh -4, Wnt act -3, AddAB inh -1.2, CAL PDZ inh -3.5, E coli growth -0.6, DAGLB inh 0, Rtt109 HAT inh 5, PfHsp90 yeast 2 -10 and phage Ecoli inh 0.1.
Screening COCCNC(=O)c1ccc2c(c1)ncn2-c1cccc(C)c1 returned Tat transport -10, PvdQ inh 1, Wnt act 0, AddAB inh 1.3, CAL PDZ inh -1.9, E coli growth 1.3, DAGLB inh -4, Rtt109 HAT inh 28, PfHsp90 yeast 2 8 and phage Ecoli inh -0.1.
CCOc1ccc(S(=O)(=O)N(C)CC(=O)NCc2ccccn2)cc1 was read as Tat transport -3, PvdQ inh -14, Wnt act 2, AddAB inh 5.7, CAL PDZ inh -2.3, E coli growth 5.2, DAGLB inh -1, Rtt109 HAT inh -26, PfHsp90 yeast 2 -13 and phage Ecoli inh 0.5.
For OCc1ccc(OCCCOc2cccc3cccnc23)cc1 the results were Tat transport 1, PvdQ inh -13, Wnt act 0, AddAB inh -1.1, CAL PDZ inh 0.4, E coli growth 0.5, DAGLB inh 0, Rtt109 HAT inh 2, PfHsp90 yeast 2 25 and phage Ecoli inh -1.7.
O=C(c1ccccc1)c1nccn1-c1ccc(Cl)nn1 was read as Tat transport -2, PvdQ inh -6, Wnt act 0, AddAB inh 0.4, CAL PDZ inh 0.7, E coli growth 0.3, DAGLB inh 1, Rtt109 HAT inh -9, PfHsp90 yeast 2 2 and phage Ecoli inh 0.5.
For Cc1cccc(NC(=S)NNC(=O)c2cc3c(s2)CCC(C)C3)c1C (stereo not given) the results were Tat transport -1, PvdQ inh 1, Wnt act -1, AddAB inh 1.8, CAL PDZ inh -1.0, E coli growth -1.3, DAGLB inh 0, Rtt109 HAT inh 30, PfHsp90 yeast 2 -14 and phage Ecoli inh 3.6.
Screening COc1nc(OC)nc(Oc2ccc([N+](=O)[O-])cc2Cl)n1 returned Tat transport 7, PvdQ inh -15, AddAB inh 4.5, CAL PDZ inh -1.1, E coli growth 0.4, DAGLB inh -1, Rtt109 HAT inh 5, PfHsp90 yeast 2 -22 and phage Ecoli inh 2.6.
O=C(NCCCN1CCOCC1)c1sc2cc(F)ccc2c1Cl was read as Tat transport 5, PvdQ inh -10, Wnt act -3, AddAB inh -0.9, CAL PDZ inh -2.8, E coli growth -0.8, DAGLB inh 1, PfHsp90 yeast 2 17 and phage Ecoli inh 3.6.
`CCOc1ccc(/C(O)=C2\C(=O)C(=O)N(CCN(C)C)C2c2cc(OC)ccc2OC)cc1Cl` (stereo not given) gave Tat transport 2, PvdQ inh 11, CAL PDZ inh -1.3, DAGLB inh 2, Rtt109 HAT inh 5, PfHsp90 yeast 2 -8 and phage Ecoli inh 2.1.
O=C(Oc1ccccc1)N1CCN(c2ccccc2F)CC1 was read as Tat transport 0, PvdQ inh -6, Wnt act 5, CAL PDZ inh -0.1, DAGLB inh -14, Rtt109 HAT inh 0, PfHsp90 yeast 2 35 and phage Ecoli inh 2.9.
For O=C(NCc1ccccc1)[C@]1(C(F)(F)F)C[C@H](CCc2ccccc2)CCCO1 the results were Tat transport 4, PvdQ inh -11, Wnt act 1, AddAB inh 1.4, CAL PDZ inh -2.3, E coli growth -0.3, DAGLB inh -8, Rtt109 HAT inh -6, PfHsp90 yeast 2 -40 and phage Ecoli inh 1.9.
Screening CCn1c(SCC(=O)Nc2nc3ccccc3s2)nnc1-c1ccc(OC)cc1 returned Tat transport 6, PvdQ inh 6, Wnt act -3, AddAB inh 3.1, CAL PDZ inh -0.4, E coli growth 0.4, DAGLB inh -3, Rtt109 HAT inh 12, PfHsp90 yeast 2 -22 and phage Ecoli inh 2.2.
`COC(=O)c1[nH]c2ccc(C)cc2c1NC(=O)CN1CCN(c2ccc(F)cc2)CC1` gave Tat transport 2, PvdQ inh -5, Wnt act -6, AddAB inh 0.0, E coli growth -0.1, DAGLB inh 0, Rtt109 HAT inh 6, PfHsp90 yeast 2 -5 and phage Ecoli inh 1.6.
For CSCC(C)N1CCC(CO)(CCCc2ccccc2)CC1 (stereo not given) the results were Tat transport -3, PvdQ inh 12, Wnt act -1, AddAB inh 1.8, CAL PDZ inh -3.4, E coli growth -0.7, DAGLB inh -3, Rtt109 HAT inh -2, PfHsp90 yeast 2 2 and phage Ecoli inh 3.4.
Screening O=C(Cc1ccccc1[N+](=O)[O-])NCC(=O)c1ccc2c(c1)OCO2 returned Tat transport -9, PvdQ inh -8, Wnt act 0, CAL PDZ inh -1.6, DAGLB inh -1, Rtt109 HAT inh 4, PfHsp90 yeast 2 -6 and phage Ecoli inh 5.2.
Screening CCOC(=O)CCCCCC(=O)Nc1ccc2c(c1)CC(=O)N([C@H](C)CO)C[C@H](C)[C@H](CN(C)S(=O)(=O)c1ccc(OC)cc1)O2 returned Tat transport 5, PvdQ inh -9, Wnt act 12, AddAB inh 3.9, CAL PDZ inh -1.2, E coli growth 1.0, DAGLB inh -2, Rtt109 HAT inh 4, PfHsp90 yeast 2 7 and phage Ecoli inh 1.6.
For Cc1ccccc1OCCC(=O)OCC(=O)NC1CCCC1 the results were Tat transport -2, PvdQ inh -12, Wnt act 2, AddAB inh 0.3, CAL PDZ inh -0.8, E coli growth -0.5, DAGLB inh -8, Rtt109 HAT inh 2, PfHsp90 yeast 2 7 and phage Ecoli inh 1.9.
C[C@H]1CN([C@@H](C)CO)C(=O)c2cccc(NC(=O)Nc3ccc(C(F)(F)F)cc3)c2O[C@@H]1CN(C)S(=O)(=O)c1ccccc1 was read as Tat transport -2, PvdQ inh 3, Wnt act -3, AddAB inh 8.2, CAL PDZ inh -0.1, E coli growth 0.2, DAGLB inh -1, Rtt109 HAT inh 3, PfHsp90 yeast 2 -15 and phage Ecoli inh 2.4.
For COC(=O)c1c(NS(C)(=O)=O)sc2c1CCCC2 the results were Tat transport 2, PvdQ inh -7, Wnt act 0, AddAB inh 2.6, CAL PDZ inh -1.3, E coli growth 1.7, DAGLB inh -2, Rtt109 HAT inh -4, PfHsp90 yeast 2 -7 and phage Ecoli inh 0.8.
CSCCC(Nc1nc2ccccc2s1)C(=O)O (stereo not given) was read as Tat transport -1, PvdQ inh -11, Wnt act 2, AddAB inh 2.8, CAL PDZ inh -3.4, E coli growth 3.0, DAGLB inh 3, Rtt109 HAT inh -3 and phage Ecoli inh 0.8.
For CCN(CC(=O)NCc1cccs1)C(=O)c1cccc(S(=O)(=O)Nc2ccccc2Cl)c1 the results were Tat transport 18, PvdQ inh 6, Wnt act 2, AddAB inh 1.3, CAL PDZ inh 1.5, E coli growth 2.0, DAGLB inh 1, Rtt109 HAT inh -6 and phage Ecoli inh 2.7.
Screening O=C(NCc1ccccc1)c1c[nH]c2ccc(S(=O)(=O)Nc3ccc4c(c3)OCCO4)cc2c1=O returned Tat transport 9, PvdQ inh 5, Wnt act -4, AddAB inh -1.1, CAL PDZ inh -0.7, E coli growth -0.5, DAGLB inh 4, Rtt109 HAT inh 17, PfHsp90 yeast 2 0 and phage Ecoli inh 3.5.
Screening CCOC(=O)N1CCN(c2ccc(S(=O)(=O)N(Cc3ccccc3)Cc3ccccc3)cn2)CC1 returned Tat transport 1, PvdQ inh -10, AddAB inh -2.4, CAL PDZ inh -0.1, E coli growth -2.1, DAGLB inh -7, Rtt109 HAT inh -8, PfHsp90 yeast 2 39 and phage Ecoli inh 4.5.
For COc1ccc(-c2cc3c(=O)n(CC(=O)Nc4cccc(Cl)c4)ncn3n2)cc1 the results were Tat transport -11, PvdQ inh -8, Wnt act 1, AddAB inh 3.5, CAL PDZ inh -1.8, E coli growth 0.4, DAGLB inh 0, Rtt109 HAT inh -2, PfHsp90 yeast 2 -11 and phage Ecoli inh -0.3.
Screening O=C(COc1ccc(S(=O)(=O)N2CCCC2)cc1Cl)NCc1ccccn1 returned Tat transport 2, PvdQ inh -11, Wnt act -1, AddAB inh 1.5, CAL PDZ inh -3.0, E coli growth 2.2, DAGLB inh 1, Rtt109 HAT inh 3, PfHsp90 yeast 2 -7 and phage Ecoli inh 1.2.
`Cc1sc2nc(C3CC3)nc(N3CCN(C(=O)c4ccc(Cl)cc4)CC3)c2c1C` gave Tat transport 2, PvdQ inh -21, Wnt act -3, AddAB inh 3.9, CAL PDZ inh -2.6, E coli growth -0.6, DAGLB inh -3, Rtt109 HAT inh -6, PfHsp90 yeast 2 -27 and phage Ecoli inh -2.2.
`CC(C)CC(=O)NC(c1ccccc1)c1c(O)ccc2ccccc12` (stereo not given) gave Tat transport 10, PvdQ inh -13, Wnt act -2, AddAB inh -3.5, CAL PDZ inh -0.6, E coli growth -2.8, DAGLB inh 2, Rtt109 HAT inh -1, PfHsp90 yeast 2 -10 and phage Ecoli inh 4.4.
Screening CC(C)n1cnc2c(NCc3ccccc3)nc(NCc3ccccc3)nc21 returned Tat transport -3, PvdQ inh -6, Wnt act -3, AddAB inh 2.1, CAL PDZ inh 0.4, E coli growth 0.5, DAGLB inh 3, Rtt109 HAT inh 0, PfHsp90 yeast 2 -41 and phage Ecoli inh 1.4.
Screening Cc1ccc(C(=O)NC(Cc2ccccc2C(F)(F)F)C(=O)O)cc1 (stereo not given) returned Tat transport -9, PvdQ inh -12, Wnt act 0, AddAB inh -0.4, CAL PDZ inh -0.7, E coli growth -0.9, DAGLB inh -3, Rtt109 HAT inh 2, PfHsp90 yeast 2 -2 and phage Ecoli inh 2.1.
